DT40 TDP1 no CPT: qHTS for Inhibitors of human tyrosyl-DNA phosphodiesterase 1 (TDP1): qHTS in cells in absence of CPT; 420,000 tested, 15% active; DT40 Tdp1-/- hTDP1 cells, no CPT, ATP luminescence, 48 h; Potency, µM (titrated, usually from 46.2 µM), for inactives: top-dose activity change, negative = growth inhibition, hits mostly inhibitors; further: nearly all actives have a fitted effect of over 55% in size
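Chicken DT40 Tdp1-/- cells stably complemented with human TDP1 were seeded at 400 cells/well with DMSO in place of 20 nM camptothecin. After compound pinning, cells grew at least 48 hr at 37 °C; viability read by CellTiter-Glo luminescence.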
GCN5L2 inh: qHTS Assay for Inhibitors of GCN5L2 | GCN5L2 HAT assay, ThioGlo1 CoA-SH fluorescence | Potency, µM (doses to about 58.9 µM), inactives show at the highest dose activity change, negative = inhibition, hits mostly inhibitors | 390,000 tested, 0.21% active | AID 504327, 2011
Target sequence (Q92830 whole entry, looked up): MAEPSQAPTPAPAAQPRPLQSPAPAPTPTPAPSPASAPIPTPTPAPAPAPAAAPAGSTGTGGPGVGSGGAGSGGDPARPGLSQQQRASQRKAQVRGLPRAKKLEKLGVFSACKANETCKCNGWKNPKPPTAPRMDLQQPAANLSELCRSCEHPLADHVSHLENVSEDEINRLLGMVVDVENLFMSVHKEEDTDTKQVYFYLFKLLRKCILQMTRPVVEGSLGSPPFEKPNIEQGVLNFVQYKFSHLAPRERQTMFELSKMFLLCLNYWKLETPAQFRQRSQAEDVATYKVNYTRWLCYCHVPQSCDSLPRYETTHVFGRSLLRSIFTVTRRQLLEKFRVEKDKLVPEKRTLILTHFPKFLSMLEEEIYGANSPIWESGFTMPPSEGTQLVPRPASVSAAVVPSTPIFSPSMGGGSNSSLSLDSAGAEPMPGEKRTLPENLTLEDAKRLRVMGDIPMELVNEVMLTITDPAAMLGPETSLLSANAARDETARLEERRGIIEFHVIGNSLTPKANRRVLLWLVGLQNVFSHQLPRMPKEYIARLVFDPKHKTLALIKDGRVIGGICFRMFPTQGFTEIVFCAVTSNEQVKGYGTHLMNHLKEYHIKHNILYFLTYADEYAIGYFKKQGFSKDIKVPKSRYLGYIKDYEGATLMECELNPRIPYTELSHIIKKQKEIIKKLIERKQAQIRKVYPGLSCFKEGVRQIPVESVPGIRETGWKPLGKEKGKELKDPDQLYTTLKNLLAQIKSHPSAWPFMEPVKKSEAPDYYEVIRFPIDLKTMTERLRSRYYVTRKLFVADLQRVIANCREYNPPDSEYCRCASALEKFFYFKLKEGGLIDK
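ThioGlo1-coupled HAT assay: 20nM GCN5L2, 70uM acetyl-CoA, 75uM H3(1-25) peptide, pH 7.5. Fluorescence read at 340/540nm at start and after 20 min at room temperature.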
TDP1 cell CPT: qHTS for Inhibitors of human tyrosyl-DNA phosphodiesterase 1 (TDP1): qHTS in cells in presence of CPT; chicken DT40 Tdp1-/-;hTDP1 cells + 20 nM CPT, ATP luminescence, 48 h; Potency, µM (series often up to 46.2 µM), without a hit: top-dose activity change, negative = growth inhibition, hits mostly inhibitors; 420,000 tested, 12% active; further: nearly all actives have a fitted effect of over 55% in size
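Chicken DT40 Tdp1-/- cells complemented with human TDP1, 400 cells/well, exposed to compounds plus 20 nM camptothecin for at least 48 h at 37 C; viability read as ATP content by CellTiter-Glo luminescence.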
Active calls of the source: *; ? = inconclusive; / = no result given; & = joins results of further samples; [ ] = remark or other dose. The call rests on the fitted dose curve; in most records, active means well fitted curve in the direction sought with a large enough effect; inconclusive means small, poorly fitted or top-dose-only effect, or another doubt; inactive means no such curve, though single readings can be large; an effect the other way counts as inactive or inconclusive. On the % scale 0 is the no-effect control and ±100 the full control effect; potency means the concentration at half of the fitted maximal effect. This is a subset (hit frequency here may not be typical).

The opening two records, ahead of the listing:
no. | smiles | DT40 TDP1 no CPT | GCN5L2 inh | TDP1 cell CPT
1 | Cc1ncc([N+](=O)[O-])n1Cc1ccc(Br)cc1 | -16.8% | -3.4% | 0.4%
2 | COCCN(C(=O)CSCc1ccccc1)c1c(N)n(Cc2ccccc2)c(=O)[nH]c1=O | -6.8% | -1.6% | 6.1%

Main list, repeating the preview:
no. | smiles | DT40 TDP1 no CPT | GCN5L2 inh | TDP1 cell CPT
1 | Cc1ncc([N+](=O)[O-])n1Cc1ccc(Br)cc1 | -16.8% | -3.4% | 0.4%
2 | COCCN(C(=O)CSCc1ccccc1)c1c(N)n(Cc2ccccc2)c(=O)[nH]c1=O | -6.8% | -1.6% | 6.1%
3 | Cc1cc(NC(=O)CCC(=O)N(CC(=O)NC2CCCC2)c2cccc(F)c2)no1 | -11.7% | -7.4% | -7.2%
4 | O=C1C2C(c3ccccc3)C=CC(c3ccccc3)C2C(=O)N1c1cccnc1 (centres undefined) | 0.5% | 3.3% | 8.4%
5 | CNC(=O)C[C@@H]1C(=O)N(c2ccc(OC)cc2)CC1(C)C | -7.6% | / | -0.2%
6 | Cc1cccc(-n2ccnc2SCC(=O)Nc2ccccc2C(F)(F)F)c1 | ? | -11.7% | ?
7 | COc1ccc(-c2nn[nH]n2)cc1OC | 3.0% | -3.2% | -3.2%
8 | CN(C)CCn1c2c(c(SCC(=O)NCc3ccccc3)nc1=O)CCCC2 | -7.0% | -1.2% | -13.6%
9 | CSc1ncc(C(=O)NCc2cccc(F)c2)c(-c2ccccc2)n1 | ? | -7.6% | -28.8%
10 | Cc1ccc(-n2c(-c3ccncc3)n[nH]c2=S)cc1 | 0.5% | -3.2% | 0.4%
11 | C=CCn1c(=NC(=O)c2ccco2)sc2cc(C(=O)OCC)ccc21 | ? | -4.3% | -28.0%
12 | Cc1cc(C)cc(NC(=O)c2cc(S(=O)(=O)N3CCc4ccccc43)cn2C)c1 | -20.4% | -7.6% | -10.1%
13 | CCOC(=O)c1ccc(NC(=O)CCc2nc(-c3cccc(C)c3)no2)cc1 | 16.4µM* | -1.2% | ?
14 | COCC(C)n1c(COc2ccccc2F)nnc1SCC(=O)c1c(N)n(C)c(=O)n(C)c1=O (centres undefined) | ? | -7.4% | -28.1%
15 | CCN(CC)C(=O)C(=O)c1cccn1-c1ccccc1C#N | -8.5% | -3.2% | 0.7%
16 | COc1ccc(C(=O)NCc2ccc(F)cc2)cc1S(=O)(=O)N1CCCC1 | -11.5% | -3.7% | -11.8%
17 | Cc1ccc(-c2noc(-c3ccc(N4CCCCC4)c([N+](=O)[O-])c3)n2)cc1 | 20.6µM* | 1.8% | ?
18 | CC(C(=O)NCC(=O)Nc1ccc(F)c(F)c1F)N1CCN(Cc2ccc(C#N)cc2)CC1 (centres undefined) | 5.5% | 0.3% | 0.3%
19 | Cc1oc(-c2ccc(F)cc2F)nc1CN1CCN(C(=O)c2ccco2)CC1 | ? | / | -17.5%
20 | Cc1cc(Br)ccc1NC(=O)C(NS(=O)(=O)c1cccs1)c1ccccc1 (centres undefined) | ? | -3.2% | ?
21 | COc1ccc(C(C)NC(=O)c2ccc(Cl)cc2)cc1OC (centres undefined) | ? | -1.7% | -4.1%
22 | CC(=O)Nc1ccc(C(=O)OCc2ccccc2Cl)cc1 | -25.8% | -3.5% | -8.3%
23 | COc1ccc(-c2cn3c(C)c(C(=O)Nc4cccc(NC(C)=O)c4)sc3n2)cc1 | 3.2% | ? | ?
24 | c1ccc2c(NCCc3c[nH]c4ccccc34)c3ccccc3nc2c1 | 2.91µM* | -22.7% | 2.59µM*
25 | COCCCNC(=O)c1c(NC(=O)Cc2coc3cc(C)ccc23)sc2c1CCCC2 | 16.4µM* | 0.6% | 16.4µM*
26 | CN(C)C(=O)[C@H]1C[C@H]1[C@@H](O)[C@H](CO)NC(=O)[C@H](COCc1ccccc1)NC(=O)OC(C)(C)C | -9.3% | 3.8% | -2.8%
27 | CCc1noc(C)c1C(=O)N1CCN(S(=O)(=O)c2c(C)cc(C)cc2C)CC1 | -26.4% | 0.8% | ?
28 | CC(=O)Nc1ccc(S(=O)(=O)N2CCN=C2SCc2ccc([N+](=O)[O-])cc2)cc1 | 7.31µM* | -3.1% | 11.6µM*
29 | COc1cccc(CN2CCN(c3nc4nonc4nc3NC3CC3)CC2)c1 | ? | -5.5% | 2.3%
30 | COCCSc1ccccc1C(=O)NCc1ccco1 | -20.3% | -21.2% | -21.4%

The listing continues:
no. | smiles | DT40 TDP1 no CPT | GCN5L2 inh | TDP1 cell CPT
31 | O=c1c(C/C=C/c2ccccc2)c(O)ccn1Cc1ccc(Cl)cc1Cl | 10.6% | 4.0% | 15.1%
32 | COc1cc(-c2cc3nc(NCCOc4ccccc4)ccn3n2)cc(OC)c1OC | 2.31µM* | / | 2.59µM*
33 | CCCOc1ccc(N2C(=O)CC(SC(=NCC)Nc3cccc(F)c3)C2=O)cc1 (centres undefined) | ? | -3.3% | ?
34 | O=C(Oc1ccc(C(=S)N2CCOCC2)cc1Br)c1ccccc1F | ? | -12.3% | -29.6%
35 | Cc1cc(C)nc(NS(=O)(=O)c2ccc(NC(=O)c3ccc(S(=O)(=O)N(C)C)cc3)cc2)n1 | 19.5% | -23.9% | -0.7%
36 | CN1OC[C@@H]2CN(Cc3ccccc3)[C@H](c3ccc(N4CCCCC4)cc3)C[C@@H]21 | ? | / | ?
37 | CC(C)C1N(C(=O)N(C)C)CCN1S(=O)(=O)c1ccccc1 (centres undefined) | 5.7% | -1.4% | 5.4%
38 | CCOc1ccc(N(CC(=O)Nc2ccccc2)S(C)(=O)=O)cc1 | -19.1% | -4.6% | -8.3%
39 | Cc1cc(C)n(C(=O)Cn2nc(C(F)F)cc2C)n1 | -5.5% | -1.2% | 5.4%
40 | CC(C)CN(C(=O)CC1OC(=O)c2ccccc21)c1c(N)n(Cc2ccccc2)c(=O)[nH]c1=O (centres undefined) | -19.4% | -4.2% | -2.7%
41 | N#Cc1ccsc1NC(=O)COc1ccc(-c2nnco2)cc1 | -0.8% | -2.0% | -0.1%
42 | COc1ccc([C@H]2/C=C\CN(S(=O)(=O)c3cccc4cccnc34)[C@@H](C)C(=O)N2Cc2ccc(F)cc2)cc1 | 14.6µM* | / | 18.4µM*
43 | Cc1c(C#N)sc2nc(-c3ccccc3)nc(N3CCCC3)c12 | -16.4% | 2.3% | 8.6%
44 | O=C(Nn1c(COc2ccccc2)nc2ccccc2c1=O)C(Cl)(Cl)Cl | ? | -0.6% | ?
45 | CCC1CN(C(=O)Nc2ccc(Br)cc2F)c2ccccc2S1 (centres undefined) | ? | -4.8% | -18.7%
46 | CCOC(=O)c1cn(Cc2ccccc2)nc1-c1ccccc1 | -34.8% | / | -20.1%
47 | CC(C)(C)C(=O)NCCCC(=O)O | -17.9% | 0.2% | -9.3%
48 | COc1cccc(NC(=S)N(CCN2CCCCC2)Cc2ccco2)c1 | -17.6% | -6.0% | ?
49 | O=C1c2ccsc2SCCN1Cc1ccc(Cl)cc1 | -1.3% | -4.9% | -7.0%
50 | COc1ccc(S(=O)(=O)N2CCc3ccccc3C2)cc1OC | -13.2% | 3.8% | 0.0%
51 | CCCc1cc(NCC2CCCO2)n2c(nc3ccccc32)c1C#N (centres undefined) | 23.1µM* | -5.3% | 18.4µM*
52 | O=C(N/N=C/c1ccc(O)cc1)c1cc(C23CC4CC(CC(C4)C2)C3)[nH]n1 | ? | -3.1% | ?
53 | Cc1nc2ccccn2c1-c1csc(Nc2cccc(O)c2)n1 | 1.64µM* | -0.4% | 0.731µM*
54 | O=C(NCc1ccccn1)c1ccc(OC2CCN(Cc3ccc(F)cc3F)CC2)cc1 | ? | -2.6% | ?
55 | COc1cc(C(F)(F)F)c(C(=O)N(C)Cc2cccc(Cl)c2)cn1 | ? | 4.0% | -22.3%
56 | Cc1ccc(N=Cc2c(O)n(-c3nccs3)c(=O)c3ccccc23)c(C)c1 | ? | 23.5% | ?
57 | CN(C(=O)CSc1ncnc2sc3c(c12)CCCC3)C1CCS(=O)(=O)C1 (centres undefined) | ? | -5.4% | -25.7%
58 | COCc1cc(C)nc(OCC(=O)N/N=C/c2cc(C)n(-c3c(C)cccc3C)c2C)c1C#N | ? | -14.7% | -8.5%
59 | Cc1ccc(C(=O)NCCc2nnc3ccc(NCCCN4CCOCC4)nn23)cc1 | 12.6% | 0.3% | 1.5%
60 | O=C(OC(C(=O)NC1CCCCC1)c1ccc(C(F)(F)F)cc1)c1ccco1 (centres undefined) | ? | 3.8% | 0.1%

Next section.
no. | smiles | DT40 TDP1 no CPT | GCN5L2 inh | TDP1 cell CPT
61 | COc1ccc(NC(=O)c2nnn(CC(=O)Nc3ccccc3OC)c2N)c(OC)c1 | -6.1% | -9.9% | -11.3%
62 | O=C(Nc1ccccc1Br)C(=O)N1CCCC1 | -14.4% | 1.6% | -22.7%
63 | CCC(C)NC(=O)NC(=O)CSc1nnc(-c2ccccc2F)n1C1CC1 (centres undefined) | ? | -4.7% | -25.0%
64 | COc1cccc(-c2nc(-c3ccncc3)no2)c1 | ? | -2.5% | -2.0%
65 | Nn1c(SCC(=O)N2CCCCCC2)nnc1-c1ccncc1 | -8.2% | -0.6% | -19.2%
66 | CC(CN)(NS(=O)(=O)c1ccccc1)c1ccccc1 (centres undefined) | -0.9% | 0.5% | ?
67 | CSc1ncccc1C(=O)OCCCC(=O)c1ccc(F)cc1 | -5.7% | -3.8% | -2.3%
68 | CN(C)/C=C1\N=C(c2cccnc2Oc2ccc(Cl)cc2)OC1=O | ? | -14.8% | ?
69 | COc1cccc(CNC(=O)c2csc3c2CCCC3)c1 | -3.7% | -3.6% | -29.2%
70 | CC(C)(C)n1nc2c(c1NC(=O)Cc1cccc3ccccc13)CS(=O)C2 (centres undefined) | -11.3% | -0.4% | -2.2%
71 | O=C(CN1C(=O)NC(Cc2ccccc2)C1=O)Nc1ccc(OC(F)F)cc1 (centres undefined) | -11.0% | -8.7% | -0.2%
72 | CCCCSc1nc(O)c(C2OC(=O)c3c2ccc(OC)c3OC)c(=O)n1C (centres undefined) | -4.7% | -4.7% | 1.6%
73 | O=C(c1ccc(COc2ccc(F)cc2)o1)n1cccn1 | -12.1% | -7.3% | -6.3%
74 | O=C(N/N=C/C(Br)=C/c1ccccc1)c1cnccn1 | 2.31µM* | -14.1% | 1.64µM*
75 | COc1ccc(S(=O)(=O)N=Nc2c(O)[nH]c3ccccc23)cc1 | 2.0% | -5.7% | -4.0%
76 | CC(Oc1ccc(Cl)cc1)C(=O)N1CCN(C(=O)c2ccco2)CC1 (centres undefined) | -11.6% | -8.6% | -8.1%
77 | CC1(C(=O)Nc2cnc3ccccc3c2)CCN1Cc1cc2ccccc2o1 (centres undefined) | 14.6µM* | / | 13µM*
78 | Cc1cnc(C(=O)OCc2ccc(Br)cc2)cn1 | -17.5% | ? | -3.8%
79 | O=C(Nc1ccc(Br)cc1)c1ccccc1CC[N+](=O)[O-] | -28.4% | -5.9% | ?
80 | Cc1ccc2c(=O)cc(C(=O)Nc3ccc(S(=O)(=O)N4CCCCC4)cc3)oc2c1 | -19.1% | -7.9% | -23.0%
81 | OCCCNc1nnc(-c2ccccc2)c2ccccc12 | 13.2% | -2.9% | -11.3%
82 | CCOC(=O)N1CCN(C(=O)CCCn2c(=S)[nH]c3ccc(Br)cc3c2=O)CC1 | -22.4% | -0.2% | ?
83 | CC1=C(C(=O)Nc2ccc(C)cc2Cl)C2(CCCCCC2)OC1=O | ? | -16.4% | ?
84 | COC(=O)N1c2ccccc2C23[C@@H]4CN5CCC[C@]6(CCC12C(O)(C6)C4=O)[C@H]53 | -14.8%[9.04 µM] | / | -14.5%[9.04 µM]
85 | C#Cc1ccc([C@@H]2C=C(C(=O)NCc3ccccc3)O[C@H](OCCCCO)C2)cc1 | -16.0% | / | -12.4%
86 | O=C(COC(=O)C1CCN(S(=O)(=O)c2ccc3c(c2)OCCO3)CC1)Nc1cc(C(F)(F)F)ccc1Cl | -15.5% | 27.9% | -5.8%
87 | COc1cc(OC)cc(C(=O)Nc2ccc(-c3nc4cc(C(C)C)ccc4o3)cc2)c1 | 20.6µM* | -13.7% | 20.6µM*
88 | C/C(=N\NC(=O)c1nn(C)cc1Br)c1cccc(NC(=O)C2CCCC2)c1 | ? | 17.4% | -29.1%
89 | CCOC(=O)c1cnc2c(-c3ccccc3OC)c(C)nn2c1C | ? | -4.8% | ?
90 | COC(=O)C1=C(C)N(Cc2ccccc2)C(=NCCc2ccccn2)N[C@H]1c1cccc(F)c1 | ? | -5.6%&-5.2% | 16.4µM*
91 | CC(=O)OCC(OC(C)=O)C(OC(C)=O)C(OC(C)=O)C(OC(C)=O)C(COC(C)=O)OC(C)=O (centres undefined) | -11.4% | -12.2% | -5.5%
92 | COc1ccc(C)cc1NC(=O)C1CCCN(S(=O)(=O)c2cnc[nH]2)C1 (centres undefined) | -3.4% | 0.7% | -7.1%

Screens from PubChem.
